PRMT1 inh = PRMT1 methyltransferase inhibitors, primary screen, biochemical, fluorescence polarization; AID 652257, 2013; 370,000 tested, 1.3% active; Protein arginine N-methyltransferase 1 (Homo sapiens), Q99873; recombinant PRMT1, activity-based probe fluorescence polarization; inhibition, % at 2.79 µM;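 active = inhibition above about 21% made by adding two undisclosed values, limit read from the data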
UHRF1 MBD2 ctr = UHRF1 methylated DNA binding inhibitors, primary screen, counter-screen for MBD2 inhibitor project, biochemical, TR-FRET, human UHRF1, single concentration | E3 ubiquitin-protein ligase UHRF1 (Homo sapiens), Q96T88 | UHRF1 binding to methylated oligo | inhibition, % at 4.4 µM | 370,000 tested, 0.75% active; in the data active = inhibition above about 21%;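 note: UHRF1 SRA domain binding a hemimethylated CpG hairpin DNA probe; 0% = median of test compound wells and 100% = reference inhibitor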
Target sequence (Q96T88 whole entry, looked up, the tested form may be a part): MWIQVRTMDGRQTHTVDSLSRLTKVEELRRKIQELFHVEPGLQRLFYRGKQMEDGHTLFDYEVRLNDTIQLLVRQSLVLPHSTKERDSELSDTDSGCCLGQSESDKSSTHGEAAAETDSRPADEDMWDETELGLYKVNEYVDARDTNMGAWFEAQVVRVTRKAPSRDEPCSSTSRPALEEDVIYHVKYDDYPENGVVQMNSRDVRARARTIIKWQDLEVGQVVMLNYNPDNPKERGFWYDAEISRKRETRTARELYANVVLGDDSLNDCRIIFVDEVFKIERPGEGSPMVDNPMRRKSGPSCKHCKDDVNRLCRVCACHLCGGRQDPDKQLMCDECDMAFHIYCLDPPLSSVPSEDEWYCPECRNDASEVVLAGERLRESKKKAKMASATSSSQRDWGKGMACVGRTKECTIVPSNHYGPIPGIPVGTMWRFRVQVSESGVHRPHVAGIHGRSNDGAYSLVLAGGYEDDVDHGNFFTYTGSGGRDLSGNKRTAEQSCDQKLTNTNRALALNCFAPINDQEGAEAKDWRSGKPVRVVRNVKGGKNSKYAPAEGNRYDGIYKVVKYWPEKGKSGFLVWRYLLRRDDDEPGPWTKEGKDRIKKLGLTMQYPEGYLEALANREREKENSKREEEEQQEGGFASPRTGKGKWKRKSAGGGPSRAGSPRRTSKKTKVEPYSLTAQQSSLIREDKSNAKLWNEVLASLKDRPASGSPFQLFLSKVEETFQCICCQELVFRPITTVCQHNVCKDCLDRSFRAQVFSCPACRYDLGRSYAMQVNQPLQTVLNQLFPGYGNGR
LEDGF integ inh = blockers of LEDGF/p75-dependent integrase strand transfer – biochemical, TR-FRET, high throughput, primary screen; 370,000 tested, 0.64% active; inhibition, % at 3.7 µM; HIV-1 integrase (with human LEDGF/p75); TR-FRET IN-LEDGF/p75 DNA integration, Eu/Cy5; AID 743269, 2014;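 active = inhibition above the screen-wide mean plus 3 SD, cut at about 13% in these data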;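 note: signal is the Cy5 over europium emission ratio at 671 and 618 nm; 0% = plate median of compound wells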
Tn7 DDE FP = inhibitors of Tn7 peptide binding to fibrin DD(E), primary screen, biochemical, fluorescence polarization, human fibrin, Tn7 probe; Fibrinogen beta chain (Homo sapiens), P02675; FP displacement of FITC-Tn7 peptide from fibrin DD(E); 0% = median of compound wells per plate; inhibition, % at 8.3 µM; 370,000 tested, 0.13% active; AID 720508, 2013;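 active = inhibition above the mean of compounds falling within the control limits plus 3 SD of them, cut at about 14% in these data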;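 note: 0% = plate median of compound wells and 100% = 10 µM Aha-Tn7 peptide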
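Also added: labelled Tn7 tracer, 0.1 µM; Assay system: human fibrin DD(E) protein; Amount: 2 µM fibrin DD(E); Schedule: 10 min compound pre-incubation, 3 h probe incubation at room temperature; Repeats: one replicate per compound; Read-out basis: percent inhibition; Measured by: fluorescence polarization of the labelled Tn7 tracer.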
TDP2 inh = human TDP2 enzyme inhibitors, primary screen, biochemical, epi absorbance, recombinant enzyme; T5PNP hydrolysis, p-nitrophenol absorbance 415 nm; inhibition, % at 12.8 µM; 370,000 tested, 0.34% active; AID 720702, 2013;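 active = inhibition above the mean of all tested compounds plus 3 SD, set per campaign, cut at about 25% in these data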;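 note: 0% = DMSO with enzyme and 100% = buffer with substrate but no TDP2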
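Material: recombinant human TDP2; quantity: TDP2 enzyme at 120 nM final; medium: Tris-HCl pH 7.5 with MgCl2; compound: single concentration, 12.8 µM nominal, with 1% DMSO; incubation: 2 h enzyme incubation at 37 °C; signal: epi absorbance; measure: percent inhibition; benchmarks: high control without enzyme, low control DMSO plus TDP2; repeats: singlicate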
HTRA1 inhibitor = HTRA1 serine protease inhibitors, primary screen, biochemical, fluorescence polarization, HTS | Q92743 | recombinant HTRA1, FP-rhodamine activity-based probe | inhibition, % at 5.96 µM | 340,000 tested, 0.5% active | AID 504803, 2011; in the data active = inhibition above about 36%;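 note: 0% = enzyme with DMSO and 100% = wells lacking enzyme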
mABHD4 FP = ABHD4 inhibitors, primary screen, biochemical, fluorescence polarization, mouse; inhibition, % at 8.92 µM; AID 720543, 2013; 370,000 tested, 0.54% active; (Lyso)-N-acylphosphatidylethanolamine lipase (Mus musculus), Q8VD66; purified mABHD4, FP-Rh probe fluorescence polarization;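 active = inhibition exceeding the mean over every tested compound plus 3 SD, cut at about 30% in these data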;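 note: 0% = plate median of compound wells and 100% = S159A mutant with DMSO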
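Assay system: wild-type mouse ABHD4 protein; compound: single nominal dose of 8.92 µM, 0.89% DMSO final; schedule: 45 min + 60 min at 25 °C; measured by: FP readout, ex 525 nm / em 598 nm; evaluation: % inhibition of FP-Rh probe binding versus controls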
SIAE inh = human SIAE inhibitors, primary screen, biochemical, fluorescence polarization, FP-Rh probe, 1536-well HTS | inhibition, % at 9.66 µM | Sialate O-acetylesterase (Homo sapiens), Q9HAT2 | SIAE FP-Rh probe binding | 370,000 tested, 0.69% active;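 active = inhibition above a cutoff: mean of compounds within the control limits plus 3 SD of those, cut at about 17% in these data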;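 note: 0% = plate median of compound wells and 100% = probe without SIAE protein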
TCR-CD3 inh = inhibitors of human TCR-CD3 interaction, primary screen, biochemical, fluorescence, TAMRA-labeled TCR probe. inhibition, % at 9.4 µM. 360,000 tested, 0.37% active; in the data active = inhibition above about 19%;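 note: recombinant mutant TCR 2C K166C tagged with TAMRA read by polarization; 0% = receptor in buffer alone and 100% = receptor with positive control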
PG9 binder = binders of HIV-1 gp120 antibody PG9, primary screen, biochemical, TR-FRET; AID 624416, 2012; inhibition, % at 6.7 µM; TR-FRET gp120-PG9 antibody binding; 360,000 tested, 0.43% active; HIV-1 gp120 / PG9 antibody interaction; in the data active = inhibition above about 8.5%
An asterisk follows results filed as active. Compounds were not picked by outcome (roughly 4.2% active in at least one column).

How did COc1ccccc1C(=O)NNC(=O)C12CC3CC(CC(C3)C1)C2 do in these assays?
PRMT1 inh: 5; UHRF1 MBD2 ctr: 2; LEDGF integ inh: -4; Tn7 DDE FP: 5; TDP2 inh: -2; HTRA1 inhibitor: -5; mABHD4 FP: -6; SIAE inh: 4; TCR-CD3 inh: -3; PG9 binder: 1.8

What do the screens show for `CN(C)Cc1cn(-c2ccc(-c3noc4c3C(=O)N(CC(=O)N3CCOCC3)CC4)cc2)nn1`?
PRMT1 inh: 3; UHRF1 MBD2 ctr: 3; LEDGF integ inh: -2; Tn7 DDE FP: -2; TDP2 inh: -1; mABHD4 FP: 6; SIAE inh: -2

What do the screens show for `CC1CCN(c2ccc(NC(=O)c3ccccc3[N+](=O)[O-])cc2)CC1`?
PRMT1 inh: 1; UHRF1 MBD2 ctr: 3; LEDGF integ inh: -1; Tn7 DDE FP: 5; TDP2 inh: -7; mABHD4 FP: -2; SIAE inh: 2; TCR-CD3 inh: -2; PG9 binder: -2.0

Results for COC(=O)c1ccc(C)c(NC(=O)CCNC(=O)c2ccc([N+](=O)[O-])cc2)c1 ?
PRMT1 inh: -2; UHRF1 MBD2 ctr: 0; LEDGF integ inh: 4; Tn7 DDE FP: -6; TDP2 inh: -8; HTRA1 inhibitor: 8; mABHD4 FP: -2; SIAE inh: -3; TCR-CD3 inh: 4; PG9 binder: -3.6

What do the screens show for `COC(=O)c1cccc(NC(=O)CN(c2ccc3c(c2)OCO3)S(C)(=O)=O)c1C`?
PRMT1 inh: -2; UHRF1 MBD2 ctr: 0; LEDGF integ inh: 1; Tn7 DDE FP: -2; TDP2 inh: 8; HTRA1 inhibitor: -3; mABHD4 FP: 0; SIAE inh: 8; TCR-CD3 inh: 4; PG9 binder: -1.8

How did CCCCCNC(=O)c1nc(-c2c(F)cccc2F)oc1-c1ccccc1 do in these assays?
PRMT1 inh: -4; UHRF1 MBD2 ctr: 1; LEDGF integ inh: 0; Tn7 DDE FP: -10; TDP2 inh: -10; mABHD4 FP: -9; SIAE inh: -6; TCR-CD3 inh: -2; PG9 binder: 1.8

How did O=C(Nc1ccc2oc(-c3ccncc3)nc2c1)c1cccs1 do in these assays?
PRMT1 inh: -3; UHRF1 MBD2 ctr: -3; LEDGF integ inh: -1; Tn7 DDE FP: 0; TDP2 inh: 1; HTRA1 inhibitor: -16; mABHD4 FP: -4; SIAE inh: 0; TCR-CD3 inh: 3; PG9 binder: 0.0

What do the screens show for `CCN(CC)C(=O)c1sc2nc(-c3cccs3)cc(-c3cccs3)c2c1N`?
PRMT1 inh: 57*; UHRF1 MBD2 ctr: -4; LEDGF integ inh: 6; Tn7 DDE FP: -9; TDP2 inh: 8; HTRA1 inhibitor: -29; mABHD4 FP: -1; SIAE inh: -15; TCR-CD3 inh: 5; PG9 binder: 0.0

How did O=S(=O)(Nc1ccc(F)cc1)N1CCCCCC1 do in these assays?
PRMT1 inh: 0; UHRF1 MBD2 ctr: 14; LEDGF integ inh: 0; Tn7 DDE FP: 5; TDP2 inh: 5; HTRA1 inhibitor: -5; mABHD4 FP: 1; SIAE inh: 0; TCR-CD3 inh: 2; PG9 binder: -0.8

Results for Cc1c(CC(=O)O)c(=O)oc2c(C)c3occ(-c4ccccc4)c3cc12 ?
PRMT1 inh: 4; UHRF1 MBD2 ctr: 1; LEDGF integ inh: 1; Tn7 DDE FP: -3; TDP2 inh: -10; HTRA1 inhibitor: -26; mABHD4 FP: -6; SIAE inh: -7; TCR-CD3 inh: -2; PG9 binder: -1.8

What do the screens show for `COc1ccccc1N1CCN(C(=O)c2oc3ccccc3c2C)CC1`?
PRMT1 inh: -1; UHRF1 MBD2 ctr: 5; LEDGF integ inh: -3; Tn7 DDE FP: -1; TDP2 inh: -22; HTRA1 inhibitor: 1; mABHD4 FP: 1; SIAE inh: 1; TCR-CD3 inh: -10; PG9 binder: 0.1

What do the screens show for `CC(C)CN(C1CCS(=O)(=O)C1)S(=O)(=O)c1ccc2ccccc2c1` (centres undefined)?
PRMT1 inh: -3; UHRF1 MBD2 ctr: 0; LEDGF integ inh: 1; Tn7 DDE FP: 5; TDP2 inh: 1; HTRA1 inhibitor: -3; mABHD4 FP: 1; SIAE inh: -5; TCR-CD3 inh: 2; PG9 binder: -2.6

What do the screens show for `COC(=O)[C@]1(CC(C)C)N[C@H](c2ccc(-c3ccc(OC)cc3)cc2)[C@@H]2C(=O)N(C)C(=O)[C@@H]21`?
PRMT1 inh: 0; UHRF1 MBD2 ctr: -1; LEDGF integ inh: 0; Tn7 DDE FP: 8; TDP2 inh: 1; HTRA1 inhibitor: -11; mABHD4 FP: 7; SIAE inh: -9; TCR-CD3 inh: 0; PG9 binder: -1.1

Results for COc1ccccc1CNC(=O)CCCn1c(=O)c2ccccc2n(CC(=O)NC2CCCC2)c1=O ?
PRMT1 inh: 0; UHRF1 MBD2 ctr: -1; LEDGF integ inh: 0; Tn7 DDE FP: 4; TDP2 inh: 12; HTRA1 inhibitor: 0; mABHD4 FP: 6; SIAE inh: -1; TCR-CD3 inh: 2; PG9 binder: 0.5

What do the screens show for `CCOc1ccc(OCCC(=O)Nc2cccc(S(=O)(=O)N3CCCC3)c2)cc1`?
PRMT1 inh: 3; UHRF1 MBD2 ctr: 7; LEDGF integ inh: -2; Tn7 DDE FP: 5; TDP2 inh: 6; HTRA1 inhibitor: -12; mABHD4 FP: -12; SIAE inh: -1; TCR-CD3 inh: -5; PG9 binder: -1.1

How did Cc1ccc(OCCNC(=O)CCNC(=O)c2ccc(Cl)cc2)cc1 do in these assays?
PRMT1 inh: 1; UHRF1 MBD2 ctr: 9; LEDGF integ inh: -2; Tn7 DDE FP: 2; TDP2 inh: 0; HTRA1 inhibitor: -9; mABHD4 FP: -3; SIAE inh: 0; TCR-CD3 inh: 0; PG9 binder: 0.1

What do the screens show for `COc1cccc([C@@H]2CC=C(C(=O)O)[C@H](c3cccc(Cl)c3)N2S(=O)(=O)c2ccc(C)cc2)c1`?
PRMT1 inh: 2; UHRF1 MBD2 ctr: 20; LEDGF integ inh: 2; Tn7 DDE FP: -1; TDP2 inh: 16; HTRA1 inhibitor: -21; mABHD4 FP: 27; SIAE inh: 7; TCR-CD3 inh: 0; PG9 binder: -1.8

How did O=P(CO)(Cc1ccccc1)Cc1ccccc1 do in these assays?
PRMT1 inh: 0; UHRF1 MBD2 ctr: -1; LEDGF integ inh: 1; Tn7 DDE FP: -5; TDP2 inh: 2; HTRA1 inhibitor: 0; mABHD4 FP: 2; SIAE inh: 2; TCR-CD3 inh: 6; PG9 binder: -0.3

Results for COc1ccc(Cn2cc(COC(=O)N(C)Cc3ccccc3)nn2)cc1 ?
PRMT1 inh: -7; UHRF1 MBD2 ctr: 1; LEDGF integ inh: 2; Tn7 DDE FP: -1; TDP2 inh: -2; mABHD4 FP: 0; SIAE inh: 1

Results for COC(=O)c1ccc(NC(=S)NN2CCCCC2c2cccnc2)cc1 (centres undefined) ?
PRMT1 inh: -1; UHRF1 MBD2 ctr: -1; LEDGF integ inh: 0; Tn7 DDE FP: -6; TDP2 inh: 3; HTRA1 inhibitor: 4; mABHD4 FP: 2; SIAE inh: 13; TCR-CD3 inh: 5; PG9 binder: -1.4

How did Cc1csc(N/N=C/c2c(F)cccc2Cl)n1 do in these assays?
PRMT1 inh: 17; UHRF1 MBD2 ctr: -2; LEDGF integ inh: 1; Tn7 DDE FP: 5; TDP2 inh: -3; HTRA1 inhibitor: 5; mABHD4 FP: 0; SIAE inh: -1; TCR-CD3 inh: -6; PG9 binder: -2.1

What do the screens show for `CCOc1ccc2nc(NC(=S)N(C)C)sc2c1`?
PRMT1 inh: 4; UHRF1 MBD2 ctr: -2; LEDGF integ inh: 14*; Tn7 DDE FP: 5; TDP2 inh: 26*; HTRA1 inhibitor: -3; mABHD4 FP: 1; SIAE inh: 4; TCR-CD3 inh: 5; PG9 binder: -0.8

What do the screens show for `Nc1nc(CSCCO)nc(Nc2ccc(F)cc2)n1`?
PRMT1 inh: -2; UHRF1 MBD2 ctr: -1; LEDGF integ inh: 1; Tn7 DDE FP: 4; TDP2 inh: -3; HTRA1 inhibitor: 5; mABHD4 FP: 7; SIAE inh: -2; TCR-CD3 inh: 4; PG9 binder: -0.9

Results for Cc1cccc(C)c1OCc1cc(C(=O)NCC2COCCO2)no1 (centres undefined) ?
PRMT1 inh: -3; UHRF1 MBD2 ctr: 1; LEDGF integ inh: 0; Tn7 DDE FP: -6; TDP2 inh: 9; HTRA1 inhibitor: 11; mABHD4 FP: 0; SIAE inh: 13; TCR-CD3 inh: 3; PG9 binder: -0.8

What do the screens show for `CCOC(=O)[C@]12CCCC=C1N(CCc1ccc(Cl)cc1)C(=O)[C@@H]2CC(=O)NCCC(C)C`?
PRMT1 inh: 2; UHRF1 MBD2 ctr: 0; LEDGF integ inh: 1; Tn7 DDE FP: 0; TDP2 inh: 9; mABHD4 FP: 9; SIAE inh: 2

What do the screens show for `CC12CN3CC(=O)N4CC5(C)CN(CC(C)(C4)C5=O)C(=O)CN(C1)CC(C)(C3)C2=O`?
PRMT1 inh: 3; UHRF1 MBD2 ctr: -1; LEDGF integ inh: 2; Tn7 DDE FP: 1; TDP2 inh: -3; HTRA1 inhibitor: 2; mABHD4 FP: 3; SIAE inh: 7; TCR-CD3 inh: 0; PG9 binder: 1.2
